Screening data: PubChem, several laboratories
NALP1 yeast inh: NALP1 inflammasome inhibitors in reconstituted yeast, colorimetric, S. cerevisiae, triplicate retest; S. cerevisiae NALP1/ASC/caspase-1 growth, X-gal OD620, 72 h; inhibition, % at 10 µM; AID 2071, 2009; actives 0.61% (n = 280,000); in the data active means inhibition mostly above about 24%, no sharp cut-off; inactive means mostly below about 32%; further: some compounds called inactive have numbers as strong as hits
OXTR agonist: human OXTR agonists, primary screen, fluorescence, CHO-OTR cells, Fluo-8 calcium | Fluo-8 calcium fluorescence; normalized: DMSO 0%, oxytocin 100% | activation, % at 3 µM | actives 0.32% (n = 320,000);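 active means activation above the mean of all tested compounds plus 3 SD, cutoff set per screening run, cut at about 20% in these data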;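 further: peak over basal fluorescence ratio from a 100 s FLIPR kinetic read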
Target sequence (P30559 whole entry, looked up): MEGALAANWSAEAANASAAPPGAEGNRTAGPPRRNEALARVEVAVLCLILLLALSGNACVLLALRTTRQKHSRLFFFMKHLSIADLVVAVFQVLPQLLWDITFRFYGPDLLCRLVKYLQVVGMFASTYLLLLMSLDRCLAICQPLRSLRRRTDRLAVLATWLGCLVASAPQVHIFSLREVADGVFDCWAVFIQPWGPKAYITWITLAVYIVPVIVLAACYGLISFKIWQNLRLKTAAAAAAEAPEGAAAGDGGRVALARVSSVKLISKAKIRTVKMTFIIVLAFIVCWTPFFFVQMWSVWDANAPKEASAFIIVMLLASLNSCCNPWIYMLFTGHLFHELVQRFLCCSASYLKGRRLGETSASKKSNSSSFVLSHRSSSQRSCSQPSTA
GalR3 antag: GalR3 antagonists in HEK293 cells, primary screen, cell-based, fluorescence readout; Galanin receptor type 3 (Homo sapiens), O60755; HEK293 GalR3-CNG cAMP membrane potential fluorescence; galR3 body fused to GalR1 C-terminus; inhibition, % at 3 µM; actives 0.44% (n = 360,000); AID 651719, 2012;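 active means inhibition above the screen-wide average plus 3 SD, cut at about 13% in these data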;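 further: forskolin and galanin both at EC90 stimulate the cells; cAMP rise reported by CNG channel membrane potential dye signal; 0% = forskolin plus galanin with DMSO and 100% = forskolin alone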
Target sequence (O60755 1-299 limits assumed): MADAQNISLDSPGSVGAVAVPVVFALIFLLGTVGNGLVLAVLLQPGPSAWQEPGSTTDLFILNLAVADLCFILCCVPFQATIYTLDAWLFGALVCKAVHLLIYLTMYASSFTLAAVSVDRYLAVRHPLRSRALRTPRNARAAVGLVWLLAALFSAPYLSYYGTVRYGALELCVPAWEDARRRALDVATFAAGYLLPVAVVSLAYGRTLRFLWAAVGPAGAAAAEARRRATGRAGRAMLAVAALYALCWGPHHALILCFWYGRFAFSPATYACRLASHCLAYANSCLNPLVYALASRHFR
MEKK2 mut-MEK5: MEK5 binding signal on mutant MEKK2 PB1, primary screen, biochemical, multiplex bead flow cytometry, Alexa488-MEK5. Alexa488-MEK5 binding to MEKK2 mutant. actives 0.35% (n = 290,000). percent response, % at 10 µM. AID 1530, 2009; in the data active means percent response above about 24%, passing the limit was not always enough; further: inactives centre near 1; some results filed as inactive read as strong as hits
MEKK2 WT-MEK5: modulators of MEK5 binding to wildtype MEKK2, primary screen, biochemical, multiplex bead flow cytometry, Alexa488-MEK5 | Mitogen-activated protein kinase kinase kinase 2 (Homo sapiens), Q9Y2U5 | AID 1531, 2009 | binding response (% of control), % at 10 µM | actives 1.1% (n = 290,000) | Alexa488-MEK5 binding to MEKK2 WT; actives lie on both sides; in the data active means binding response below about 67% or above about 130%
GPR7 antagonist: GPR7 receptor antagonists, primary screen, cell-based, fluorescence, single concentration | GPR7-expressing cells, fluorescence antagonist assay | inhibition, % at 4.4 µM | actives 1.1% (n = 290,000) | AID 1861, 2009; in the data active means inhibition above about 16%, passing the limit was not always enough;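 further: cells stimulated with the agonist NPW; 0% = agonist with vehicle and 100% = vehicle without agonist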
Target sequence (P48145 whole entry, looked up): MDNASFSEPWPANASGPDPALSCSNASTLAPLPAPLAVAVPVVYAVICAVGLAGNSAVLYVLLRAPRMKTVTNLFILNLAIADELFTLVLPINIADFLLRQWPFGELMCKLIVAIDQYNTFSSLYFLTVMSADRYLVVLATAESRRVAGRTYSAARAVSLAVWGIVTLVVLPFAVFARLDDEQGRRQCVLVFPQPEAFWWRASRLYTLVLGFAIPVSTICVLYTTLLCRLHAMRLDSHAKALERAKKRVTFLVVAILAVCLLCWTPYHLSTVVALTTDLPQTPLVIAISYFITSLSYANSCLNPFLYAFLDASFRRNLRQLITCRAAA
OXTR potentiate: human OXTR potentiators, primary screen, fluorescence, CHO-OTR cells, Fluo-8 calcium | actives 0.061% (n = 320,000) | Fluo-8 calcium fluorescence, potentiator mode; 0% = oxytocin EC15, 100% = EC100 | Oxytocin receptor (Homo sapiens), P30559 | AID 2445, 2010 | activation, % at 3 µM;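 active means activation above that plate's cutoff, the mean activation of tested compounds plus 3 SD, cut at about 6.6% in these data, passing the limit was not always enough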;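 further: 100% uses oxytocin at 75 nM as the full agonist control; some results filed as inactive read as strong as hits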
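System: human OTR in CHO cells; Also added: sub-maximal oxytocin, roughly EC15; Timing: compound 6 min at room temperature before oxytocin, 100 s read; Technique: Fluo-8 intracellular calcium fluorescence, ex 470-495, em 515-575 nm; Controls: oxytocin EC15 low and EC100 high; Replication: singlicate.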
M18AAP inhibitor: PfM18AAP inhibitors, malaria aminopeptidase, primary screen, biochemical, QFRET, recombinant enzyme. M18 aspartyl aminopeptidase (Plasmodium falciparum 3D7). H-Glu-NHMec fluorogenic cleavage. inhibition, % at 7.35 µM. actives 1.2% (n = 290,000);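 active means inhibition above the campaign mean inhibition over all tested compounds plus 3 SD, cut at about 28% in these data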;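 further: 0% = plate median of test compound wells and 100% = 2 mM ZnCl2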
V1R ag counter: agonists of human V1a receptor, primary screen, counter-screen for OXTR agonist project, fluorescence, CHO-V1R cells. actives 0.25% (n = 320,000). Vasopressin V1a receptor (Homo sapiens), P37288. Fluo-8 calcium fluorescence, agonist mode; 0% DMSO, 100% 3 nM vasopressin. activation, % at 3 µM;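 active means activation above the mean activation of all tested compounds plus 3 SD, per screening run, cut at about 20% in these data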;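 further: signal is peak over basal fluorescence ratio across a 100 second FLIPR read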
An asterisk follows results filed as active; / = not tested or not shown.

SMILES	NALP1 yeast inh	OXTR agonist	GalR3 antag	MEKK2 mut-MEK5	MEKK2 WT-MEK5	GPR7 antagonist	OXTR potentiate	M18AAP inhibitor	V1R ag counter
COCCn1c(SC2CCCCC2=O)nnc1-c1ccncc1 (stereo unspecified)	5.3	-0.4	-0.1	0.0	99.0	5.5	0.3	6.9	0.5
CC(C)[C@H]1C(=O)Nc2ccccc2N1C(=O)N[C@@H](Cc1ccccc1)C(=O)N[C@@H](C(=O)O)c1ccccc1	18.5	2.1	1.5	4.0	105.0	-7.6	0.1	2.6	1.2
CCn1c(=O)n(CC(=O)NCC2CCCO2)c(=O)c2c3c(sc21)COC(C)(C)C3 (stereo unspecified)	-1.1	-0.2	-2.5	-1.0	94.0	-6.6	-8.2	-3.4	1.0
Cc1nc(S(=O)(=O)Cc2ccc(Cl)cc2)nc2c1CCC2	7.0	-0.7	-4.5	-4.0	100.0	-7.4	-3.5	-1.2	1.2
Cc1cc2c(=O)n(C)c(SCC(=O)Nc3ccccc3C)nc2s1	/	1.5	-3.9	/	/	/	-7.3	/	4.9
CCOc1ccc(CNc2ccc(N3CCOCC3)c(C(=O)O)c2)cc1	21.7	1.1	-5.0	14.0	103.0	-0.2	-13.0	8.1	1.6
OCCCNc1ncnc2c1cnn2-c1ccc(Cl)cc1	18.4	2.8	-11.4	0.0	101.0	28.5	-7.3	-3.6	4.4
Cc1ccc(C(=O)/C=C/N(C)C)cn1	14.0	-1.0	-1.1	-3.0	99.0	-10.3	-9.8	-9.9	0.5
CCc1ccc(OCC(=O)Nc2ncn[nH]2)cc1	13.7	-0.3	-4.9	2.0	99.0	-14.9	-14.7	20.7	0.1
CC1CCN(C(=O)c2ccc(NC(=O)c3ccccc3)cc2)CC1	8.5	-0.1	1.4	5.0	105.0	-7.6	-9.8	3.7	0.9
Nc1ccc(C(=O)OCC(=O)NC(=O)c2ccccc2)cc1[N+](=O)[O-]	/	11.2	-4.5	/	/	/	-15.6	/	3.7
O=C(Cc1cccs1)NC(c1ccccc1)c1ccccc1	-2.0	-2.8	-5.8	1.0	102.0	-4.7	-17.0	-1.3	-0.7
CCc1cccc(NC(=O)Cn2c(=O)n(CCC(=O)NCC3CCCO3)c(=O)c3cc(OC)c(OC)cc32)c1 (stereo unspecified)	6.4	-0.1	-8.8	0.0	103.0	-6.2	-11.0	-12.9	1.2
CCOC(=O)CC(NC(=O)c1cccs1)c1ccc(C)cc1 (stereo unspecified)	7.7	-0.7	-11.5	6.0	106.0	4.3	-4.2	-2.9	0.7
CCN(CC(=O)Nc1ccc(NC(C)=O)cc1)C(=O)C1CC(=O)N(Cc2ccc(C)cc2)C1 (stereo unspecified)	/	1.1	-6.1	/	/	/	1.9	/	0.4
COc1ccc(Nc2nc(N3CCCC3)c3ccccc3n2)cc1	18.3	5.8	-0.2	45.0*	185.0*	2.1	-17.1	6.3	2.8
CCn1cc(/C=C(\NC(=O)c2ccc(OC)cc2)C(=O)N2CCN(C)CC2)c2ccccc21	1.7	/	0.0	0.0	104.0	15.4	/	7.5	/
CCN(Cc1cc(=O)oc2cc(C)ccc12)c1ccccc1	-3.6	/	-11.9	2.0	106.0	-0.1	/	-1.6	/
O=C(NC1CCCCC1)C1CCCN(S(=O)(=O)c2cccs2)C1 (stereo unspecified)	26.9	1.3	-1.7	-4.0	96.0	-2.7	-4.4	-7.0	1.2
N/C(=N\OC(=O)CCC1CCCC1)c1ccccc1	12.6	-0.7	2.0	1.0	104.0	-0.9	-1.1	3.4	0.3
O=C(CCc1ccc(S(=O)(=O)N2CCOCC2)cc1)NN=C1CCCCCCC1	25.1	-0.6	1.5	19.0	115.0	-3.0	0.8	-0.5	0.1
CN(C)c1ccc(/C=N/NC(=O)c2nnn(-c3nonc3N)c2COc2ccc(F)cc2)cc1	/	0.4	4.5	-23.0	76.0	13.4	-5.2	-0.5	-0.5
Cc1n[nH]c(C)c1NC(=O)c1cc([N+](=O)[O-])ccc1Cl	6.7	-0.9	-6.6	-14.0	86.0	-3.5	-9.1	0.0	-0.3
CCOc1ccc2[nH]c(C(=O)N/N=C/c3cc(OC)c(OC)c(OC)c3)cc2c1	9.1	3.9	-6.5	4.0	101.0	-12.0	-1.9	11.1	2.1
O=C(Cc1ccccc1[N+](=O)[O-])NCc1ccc(Cl)cc1Cl	16.5	-2.4	0.9	8.0	102.0	1.7	-2.5	-11.1	0.0

Among those listed so far, these contain two or more sulfur atoms.
SMILES	NALP1 yeast inh	OXTR agonist	GalR3 antag	MEKK2 mut-MEK5	MEKK2 WT-MEK5	GPR7 antagonist	OXTR potentiate	M18AAP inhibitor	V1R ag counter
Cc1cc2c(=O)n(C)c(SCC(=O)Nc3ccccc3C)nc2s1	/	1.5	-3.9	/	/	/	-7.3	/	4.9
O=C(NC1CCCCC1)C1CCCN(S(=O)(=O)c2cccs2)C1 (stereo unspecified)	26.9	1.3	-1.7	-4.0	96.0	-2.7	-4.4	-7.0	1.2

Continuation:
SMILES	NALP1 yeast inh	OXTR agonist	GalR3 antag	MEKK2 mut-MEK5	MEKK2 WT-MEK5	GPR7 antagonist	OXTR potentiate	M18AAP inhibitor	V1R ag counter
CN1CC(c2ccc(C#N)cc2)C2(COc3ccccc3C2=O)C12C(=O)Nc1ccccc12 (stereo unspecified)	2.9	-2.4	-4.3	0.0	96.0	-11.6	-12.3	-8.4	0.1
CC(C)(C)NC(=O)NC(=O)CN1CCN(S(=O)(=O)/C=C/c2ccccc2)CC1	-6.4	0.6	-3.2	-4.0	100.0	-3.8	1.8	3.2	0.0
O=C(CSc1n[nH]c(=O)[nH]c1=O)N/N=C/c1ccccc1	31.9	1.2	-3.1	-3.0	89.0	-4.5	-2.9	2.1	0.2
O=S1(=O)C=C(N2CCCCC2)c2ccccc21	14.0	1.2	-2.4	-2.0	99.0	-5.8	-8.7	0.2	2.0
C=CCn1c(NCc2cc(C)ccc2O)nc2ccccc21	-17.8	1.7	/	10.0	115.0	-7.6	-8.0	7.5	2.9
CC1(C)Cc2ccccc2C(N)=C1C#N	29.0	-0.6	-4.0	11.0	115.0	-6.2	-4.7	-13.2	-0.3
Nc1c(-c2ccccc2)c(CSc2nc3ccccc3[nH]2)nn1-c1cccc(C(=O)O)c1	-14.8	-0.6	-3.0	0.0	111.0	-3.3	-5.2	7.2	0.5
Cc1c(C(=O)c2ccccc2)oc2ccc3ccccc3c12	4.5	-0.7	-3.1	-18.0	76.0	0.2	1.3	-9.2	-0.6
CCN(CC)Cc1c(O)ccc2c(-c3ccccc3)cc(=O)oc12	13.4	0.4	-2.2	0.0	102.0	-2.4	-7.5	8.3	1.4
O=C1CC2(CCCC2)C(=O)N1CN1CCN(S(=O)(=O)c2ccc(Cl)c(Cl)c2)CC1	/	4.3	0.3	/	/	/	-7.0	/	1.9
COc1ccccc1NC(=O)NN1CCCCC1	12.6	-2.0	-10.2	6.0	103.0	-0.2	-0.9	3.1	-1.6
O=C(CC1C[C@H](C(=O)N2CCCCC2)[C@@]2(CCc3ccccc3)c3[nH]c4ccccc4c3CCN2C1=O)NCCCn1ccnc1 (stereo partly specified)	/	0.8	-6.9	/	/	/	6.5	/	0.1
COC(=O)[C@H](C)NC(=O)Nc1cc(OC)ccc1OC	34.5	0.2	-6.1	7.0	108.0	-17.4	-4.5	4.5	-0.5
O=C(Nc1ccc(C2=CN(Cc3ccccc3)CCC2=O)cc1)OCc1ccccc1	/	-0.6	-1.9	/	/	/	-1.9	/	-0.4
Clc1ccc(-c2nnc(-c3ccccc3)nc2-c2c[nH]c3ccccc23)cc1	5.3	-1.2	-4.0	-1.0	98.0	-7.0	-21.6	-10.2	0.4
CC(NC(=O)CCCc1c[nH]c2ccccc12)c1ccc(F)cc1 (stereo unspecified)	29.1	5.2	-9.0	2.0	93.0	6.3	-5.5	4.3	4.0
O=C(COc1ccccc1Cl)Nc1cccc(S(=O)(=O)NC2=NCCCCC2)c1	/	2.9	-4.4	/	/	/	-2.5	/	4.6
COc1cccc(-n2c(SCC(=O)Nc3sc4c(c3C(N)=O)CCC4)nc3ccccc3c2=O)c1	9.2	1.7	-1.6	-1.0	91.0	-12.4	4.1	5.1	-0.2
CC(=O)CSc1ncnc2nc[nH]c12	10.8	0.5	2.0	6.0	102.0	-13.0	-14.4	-3.4	0.6
CCOC(=O)Cc1cc(=O)n2[nH]c(C)c(-c3ccc(OC)cc3)c2n1	24.7	-1.1	7.7	7.0	107.0	11.0	-7.4	-14.1	-0.1
N#Cc1c(-c2ccccc2)cc(-c2ccccc2)nc1SCC(=O)O	18.2	1.7	-10.1	5.0	105.0	-1.2	-9.8	18.8	1.8
CC1(C2CC2)NC(=O)N(CC(=O)NCc2ccc(Cl)cc2Cl)C1=O (stereo unspecified)	/	0.9	-4.7	/	/	/	-4.2	/	1.5
Cc1nn(CC(=O)NCC2CCCO2)c(=O)c2ccccc12 (stereo unspecified)	3.5	-0.2	3.0	8.0	117.0	-9.7	-4.1	0.1	-0.2
c1ccc2c(OCCCN3CCCCCC3)cccc2c1	11.5	2.7	-13.7	5.0	122.0	0.2	-2.9	-0.1	3.0
Cc1ccc(C(=O)Nn2cnnc2)c(Cl)c1	6.4	0.8	3.3	11.0	109.0	-0.3	-2.7	49.3*	0.2
(next part)
SMILES	NALP1 yeast inh	OXTR agonist	GalR3 antag	MEKK2 mut-MEK5	MEKK2 WT-MEK5	GPR7 antagonist	OXTR potentiate	M18AAP inhibitor	V1R ag counter
CCOC(=O)COc1ccc2c(=O)c(-c3ccccc3)coc2c1	/	2.7	-3.3	0.0	103.0	15.6	-1.2	9.7	4.2
N/C(=N\OC(=O)CCC1CCCC1)c1ccc(Cl)cc1	17.7	-0.1	4.9	2.0	105.0	-9.2	-8.3	-4.4	0.5
Cc1ccc(-c2nc(CS(=O)(=O)CC(=O)NC3CCCCCC3)c(C)o2)cc1	17.6	1.2	5.3	-12.0	95.0	-11.6	-6.0	-1.5	4.8
CCc1ccc(C(=O)NNC(=O)CC2OC(=O)c3ccccc32)cc1 (stereo unspecified)	/	-0.5	-2.1	/	/	/	1.5	/	-0.6
CCOC(=O)CC(C)(C)/C(C)=N/Nc1ccc([N+](=O)[O-])cc1[N+](=O)[O-]	28.8	5.6	-5.1	0.0	95.0	-7.9	-15.7	-1.6	6.7
Cc1ccc(S(=O)(=O)N2c3ccccc3NC(=O)CC2C)cc1 (stereo unspecified)	43.9	1.3	-6.7	5.0	126.0	-17.1	-8.8	-8.8	0.7
COc1nonc1NC(=O)CSc1nc2ccccc2[nH]1	13.2	-0.4	-3.1	1.0	100.0	5.9	-6.6	0.6	-0.3
COc1ccc(OCCSc2ncn[nH]2)cc1	-3.9	0.6	-3.4	-1.0	85.0	-4.4	2.2	8.2	0.3
Cc1ccc(S(=O)(=O)N2CCN(C(=O)CSCc3ccc(C(C)C)cc3)CC2)cc1	/	3.5	-0.7	/	/	/	-6.8	/	2.7
